Screening data deposited in PubChem by several laboratories.
Rv3671c protease: inhibits the M. tuberculosis serine protease Rv3671c; P9WHR9; inhibition, % at 5.96 µM; 0.048% of 320,000 active; AID 2606; in the data active = inhibition above about 38%;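 also: extracellular domain of Rv3671c used as enzyme; 0% = enzyme with DMSO and 100% = no enzyme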
Target sequence (P9WHR9 whole entry, looked up, the tested form may be a part): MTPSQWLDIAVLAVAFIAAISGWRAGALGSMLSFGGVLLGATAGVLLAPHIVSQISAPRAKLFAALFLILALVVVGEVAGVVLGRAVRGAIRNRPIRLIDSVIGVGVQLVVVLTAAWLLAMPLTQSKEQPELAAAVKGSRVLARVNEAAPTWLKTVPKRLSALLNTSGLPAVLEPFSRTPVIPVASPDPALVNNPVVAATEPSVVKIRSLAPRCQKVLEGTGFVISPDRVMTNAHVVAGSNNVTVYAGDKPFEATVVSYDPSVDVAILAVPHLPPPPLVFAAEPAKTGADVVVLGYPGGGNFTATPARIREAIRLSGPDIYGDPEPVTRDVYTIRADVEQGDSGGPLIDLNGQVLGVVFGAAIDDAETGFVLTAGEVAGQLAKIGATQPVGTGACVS
SSB-PriA inh: inhibitors of Klebsiella pneumoniae PriA binding to SSB C-terminal tail; AlphaScreen SSBct-PriA binding, biotinylated peptide; inhibition, % at 33 µM; 0.6% of 430,000 active; in the data active = inhibition mostly above about 37%, no sharp cut-off; inactive = mostly below about 20%;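 also: plate controls were negative control peptide for no effect and reference peptide for full effect; strong numbers were not always called active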
MazEF act: increases E. coli MazEF RNase cleavage of RNA. P0AE70. FAM/BHQ RNA-DNA oligo cleavage fluorescence, 5 h. activation, % at 20 µM. 0.32% of 350,000 active; in the data active = activation above about 50%
Target sequence (P0AE70 whole entry, looked up): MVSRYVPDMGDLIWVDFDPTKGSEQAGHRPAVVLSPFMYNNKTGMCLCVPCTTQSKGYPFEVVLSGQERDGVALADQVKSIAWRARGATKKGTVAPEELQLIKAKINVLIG
BH1578 lux ind: induces V. cholerae light production without autoinducers | V. cholerae BH1578 lux reporter, luminescence, 6 h | activation, % at 18.7 µM | 0.16% of 350,000 active | AID 588436; in the data active = activation mostly above about 9.7%, no sharp cut-off; also: not every result past the cut was called active; inactives centre near 0; reference of the scale not given here
VHR inh abs: DUSP3 (human) phosphatase inhibition. P51452. recombinant VHR phosphatase, pNPP absorbance. inhibition, % at 13.3 µM. 0.52% of 290,000 active; in the data active = inhibition above about 50%; also: some compounds called inactive have numbers as strong as hits
Target sequence (P51452 whole entry, looked up): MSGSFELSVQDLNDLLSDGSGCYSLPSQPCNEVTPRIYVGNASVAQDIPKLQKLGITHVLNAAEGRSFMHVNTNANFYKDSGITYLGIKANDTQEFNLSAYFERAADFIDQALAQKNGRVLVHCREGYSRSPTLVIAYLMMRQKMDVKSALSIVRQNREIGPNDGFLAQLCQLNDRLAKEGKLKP
CCHF vOTU inh: CCHFV vOTU protease inhibition; 0.55% of 370,000 active; inhibition, % at 11.5 µM; Pep-AMC fluorescence; in the data active = inhibition above about 30%; also: 0% = vehicle wells with enzyme and 100% = no enzyme wells
PrPC surface inh: reduces human prion protein on the cell surface; cell surface PrPC, TR-FRET read-out; inhibition, % at 13.8 µM; 0.43% of 370,000 active; AID 720596; in the data active = inhibition above about 24%; also: 0% = median of the test wells and 100% = reference compound wells
Yp Topo-I inh: blocks Yersinia pestis topoisomerase I activity; activity, % at 10 µM; 0.064% of 360,000 active; Y. pestis Topo-I cleavage product accumulation, plate reader; in the data active = activity above about 50%, passing the limit was not always enough; also: inactives centre near 2
3CLpro inhibitor: SARS-CoV 3CLpro protease inhibition | P0C6X7 | recombinant SARS-CoV 3CLpro, quenched FRET peptide cleavage | inhibition, % at 6 µM | 0.14% of 290,000 active; in the data active = inhibition above about 12%
TcdB inh: TcdB glycohydrolase inhibition; P18177; TcdB glycohydrolase enzymatic assay, plate reader; inhibition, % at 9.99 µM; 0.24% of 350,000 active; in the data active = inhibition above about 10%
Active calls of the source: *; i = inactive; . = no result given; & = joins results of further samples.

SMILES,Rv3671c protease,MazEF act,CCHF vOTU inh,TcdB inh,Yp Topo-I inh,SSB-PriA inh,PrPC surface inh,BH1578 lux ind,3CLpro inhibitor,VHR inh abs
CC1(C)C[C@H]2C3=CCC4[C@@]5(C)CC[C@H](O)[C@](C)(CO)C5CC[C@@]4(C)[C@]3(C)C[C@H]3O[C@@H]1[C@H](O)[C@]32CO (stereo partly specified),0,-35,-11,1.8,-5,2,-2,-0.3,.,.
CC1=C(C(=O)N2CCOCC2)CC(CC(=O)NCc2cccc3ccccc23)C(=O)N1CCCN1CCCC1=O (stereo unspecified),.,9,-4,0.5,-2,.,6,i,.,.
CCn1cc(C2CC(=O)NC2=O)c2ccccc21 (stereo unspecified),-3,10,-12,1.9,-5,0,0,3.7,4,29
OC1(c2ccccc2)CCN(Cc2ccccc2)CC1,8,-13,3,-1.5,23,3&-11,-1,-0.3,-4,16
CCOc1ccc(-n2c(=S)sc3c(=O)n(-c4ccccc4)c(SCC(=O)O)nc32)cc1,4,5,10,1.9,8,-1,-16,-1.5,3,-20
CCN(Cc1cccs1)C(=O)CN1C(=O)NC(c2ccccc2)(c2ccccc2)C1=O,-1,4,-6,1.8,22,7,2,0.1,.,.
Cc1ccc(O)c(NS(=O)(=O)c2cccc3nsnc23)c1,0,4,19,1.7,-3,11,-31,-0.1,1,36
Cc1ccccc1OCCC(=O)Nc1ccc(S(=O)(=O)N2CCCC2)cc1,.,-3,11,0.1,24,.,-4,i,.,.
Cc1nn(-c2ccccc2)c2c1C(c1ccco1)C(C#N)=C(N)O2 (stereo unspecified),-23,2,-2,.,-13,3,-13,-3.2,6,10
Cc1ccc(S(=O)(=O)NC(CC(=O)O)c2ccccc2)c(C)c1 (stereo unspecified),-10,4,-10,.,8,-5,6,i,-3,-11
COc1ccc(C2N3CC4(C)CN2CC(C)(C3)C4)cc1OC (stereo unspecified),-4,4,-4,.,8,-1,-2,i,0,15
Cc1cccc2cc3c(N)c(C#N)sc3nc12,-7,92*,9,.,-27,-1,-8,-0.3,0,8
COc1ccc(CNc2nc(-c3cccnc3)nn2C(=O)c2cccs2)cc1,-5,3,2,.,13,-13,6,-0.9,1,14
CCCc1ccc(C(=O)/C=C/N(C)C)cc1,-3,-7,19,2.0,-8,-17,-5,i,-1,25
O=C1CSC(c2cccs2)N1c1ccccc1 (stereo unspecified),7,-1,1,0.9,4,-6,2,-1.8,-3,14
CCOCCCNc1nc(=S)[nH]c2cc(OC)c(OC)cc12,-10,-19,3,.,-5,-1,-7,-0.6,1,21
CC(=O)c1cccc(NC(=O)Cn2nc(-c3ccccc3Cl)ccc2=O)c1,0,1,-5,0.7,1,2,0,0.5,2,12
Cc1ccc(S(=O)(=O)CCC(=O)OCC(=O)N(Cc2ccccc2)C(C)C)cc1,7,6,-15,1.8,27,-1,4,i,.,.
CCOC(=O)c1sc(N)c(C(=O)OC)c1C,-3,2,2,0.2,3,10,2,-0.7,-3,25
CCOC(=O)C1=C(C)NC(C)=C(C(=O)OCC)C1c1ccc(OC)c(OC)c1,.,1,-14,0.7,2,.,2,i,.,.
CCOC(=O)N1CCN(C(=O)c2ccc3oc(CCc4ccccc4)nc3c2)CC1,.,0,-4,0.7,28,.,-2,i,.,.
Cc1cc(Oc2ccc(OCC(N)=O)nn2)nc(Cl)n1,-4,6,0,1.7,3,-20,6,i,4,17
C[C@@H]1CN([C@@H](C)CO)C(=O)c2cc(NS(C)(=O)=O)ccc2O[C@@H]1CN(C)Cc1ccc(C(F)(F)F)cc1,.,1,-2,0.2,19,-7,1,i,.,.
CCc1cc2c(COC(=O)c3c(C)noc3C)cc(=O)oc2cc1O,-9,9,-13,-0.8,3,-9,-1,i,5,13
CCC(C)NS(=O)(=O)c1ccc(NS(C)(=O)=O)cc1 (stereo unspecified),2,3,5,.,-1,7,-2,i,-3,2
CCOC(=O)Cn1c(=O)oc2cc(S(=O)(=O)NCc3ccccn3)ccc21,5,-3,12,1.3,7,-9,12,-0.2,0,19
Cn1c(SCCOc2ccc(F)cc2)nnc1-c1ccncc1,-2,-8,-24,-3.0,5,-8,-4,i,2,24
COc1ccc(C2(SCC(N)C(=O)O)c3ccccc3-c3ccccc32)cc1 (stereo unspecified),.,-3,8,1.3,3,-15,0,-1.2,.,.
O=C(NCc1ccco1)C(c1cccs1)N(Cc1ccccc1)C(=O)Cn1nnc2ccccc21 (stereo unspecified),-5,2,11,.,24,-7,1,-0.6,20*,15
NS(=O)(=O)c1cccc(NC(=O)CSc2ncc(C(F)(F)F)cc2Cl)c1,-4,2,-4,2.5,-5,-19,2,-0.2,8,-2
Cc1ncc(C23CC4CC(CC(C4)C2)C3)[nH]1,0,12,3,.,8,5,10,-3.7,-6,8
CCOC(=O)N1CCN(C(=O)c2cn(-c3ccc(C)c(C)c3)c(=O)c3ccccc23)CC1,.,0,11,.,-1,-18,-2,0.7,-4,-4
CC1(C)NC(=O)N(CCOc2cccc(Cl)c2Cl)C1=O,-6,-6,-1,.,-4,-17,2,i,-6,-1
COc1ccc(-c2nn(-c3ccccc3)cc2/C=C(\CC(=O)O)c2nc3ccccc3s2)cc1OC,-5,-6,16,-0.7,19,13,5,0.2,9,14
Cc1ccc([N+](=O)[O-])cc1NC(=O)C(C)Sc1nnc(C)n1CC1CCCO1 (stereo unspecified),-2,3,13,1.2,0,-10,-10,-0.4,-1,-21
CCCc1c(C)[nH]c2nc3ccccc3n2c1=O,-8,1,-27,0.9,5,2,-3,0.0,-2,10
O=C1Nc2ccccc2C1=O,8,5,2,-5.2,9,-5,3,0.3,.,.
COc1cc(OC)cc(C(=O)Nc2ccc(N3CCN(C(=O)c4cccs4)CC3)cc2)c1,0,7,-2,1.2,1,22,3,0.9,3,-2
Cc1cccc(CNC(=O)CCCn2nc(C)c3c(C)n(-c4ccccc4)nc3c2=O)c1,0,3,12,-0.6,22,-12,-5,-0.1,-4,1
O=C(CCNC(=O)c1ccc(Cl)cc1)NCc1ccco1,3,2,6,1.4,-1,-9,3,i,.,.

Limited to Rv3671c protease and SSB-PriA inh, for some of the entries so far:
compound	Rv3671c protease	SSB-PriA inh
Cc1ccc([N+](=O)[O-])cc1NC(=O)C(C)Sc1nnc(C)n1CC1CCCO1 (stereo unspecified)	-2	-10
CCCc1c(C)[nH]c2nc3ccccc3n2c1=O	-8	2
O=C1Nc2ccccc2C1=O	8	-5

Next part
SMILES,Rv3671c protease,MazEF act,CCHF vOTU inh,TcdB inh,Yp Topo-I inh,SSB-PriA inh,PrPC surface inh,BH1578 lux ind,3CLpro inhibitor,VHR inh abs
COc1ccccc1C(=O)Nc1ccc2c(c1)C(=O)NC2=O,-11,9,1,-1.3,-2,-2,-1,-0.1,-9,2
CCOc1ncccc1C(=O)Nc1cccc(Cl)c1Cl,-5,18,8,1.3,-2,13,-3,i,-3,6
CCN(CC)C(=O)C1=C(C)N(Cc2ccccc2)C(=O)C(CC(=O)NCc2cccc3ccccc23)C1 (stereo unspecified),.,7,12,1.0,20,.,-8,-1.1,.,.
CCOC(=O)c1c(C)[nH]c(C(=O)OCC(=O)c2ccccc2)c1C,-12,-2,6,1.5,10,6,10,-10,.,.
O=C(C1CCC(=O)N(C2CC2)C1)N1CCN(c2cccc(Cl)c2)CC1 (stereo unspecified),.,3,-11,1.1,-5,-1,4,1.3,-3,19
CC(C(=O)Nc1ccc(Br)cc1)N(C)CC(=O)NCc1ccco1 (stereo unspecified),-4,0,-5,1.0,1,-3,7,-0.6,.,.
O=C(COc1ccc2c(c1)CCC2)N1CCN(c2ccc(F)cc2)CC1,5,2,9,1.1,13,-7,1,.,9,5
O=C1Nc2c(c(=O)[nH]c(=O)n2Cc2ccccc2)C1(NS(=O)(=O)c1ccccc1)C(F)(F)F (stereo unspecified),4,6,-1,-1.5,2,1,5,-0.5,0,26
COc1cc(/C=C/c2[nH]c(=O)[nH]c(=O)c2[N+](=O)[O-])cc(OC)c1O,.,4,5,-8.3,-13,-6,-16,-0.4,-1,8
Cc1ccc(NC(=S)Nc2ccc3[nH]c(=O)[nH]c3c2)cc1C,2,-1,-2,2.0,-1,4,-5,-0.4,0,6
O=c1[nH]c2cc(Cl)c(Br)cc2o1,.,7,-2,-0.1,5,-21,2,i,.,.
O=C(CSc1nnc(-c2ccncc2)n1Cc1ccco1)Nc1ccccc1Cl,2,4,-1,.,-2,-11,7,i,2,15
Cc1cccc(NC(=O)c2ccc(S(=O)(=O)NCc3ccco3)cc2)n1,-1,-5,1,-3.3,5,-4,-3,-0.6,.,.
COC(=O)c1ccc(NC(=O)c2ccc(OC(C)=O)c(OC)c2)cc1,6,-3,-6,1.7,-2,-18,0,-0.2,-2,15
CCOC(=O)C1=CN(Cc2ccco2)S(=O)(=O)NC1CC (stereo unspecified),.,9,-2,-0.3,1,2,-7,1.8,.,.
O=[N+]([O-])c1ccc(N2CCN(S(=O)(=O)c3ccccc3)CC2)cc1NCCN1CCOCC1,2,-2,16,.,11,1,-20,i,3,-10
CCC(NC(=O)Nc1cc(C)on1)(C(F)(F)F)C(F)(F)F,1,1,3,-0.6,3,-9,-2,i,-2,17
C[C@@H](C(=O)OCC(=O)NCCc1ccc(S(N)(=O)=O)cc1)N1C(=O)C2CCCCC2C1=O (stereo partly specified),5,-2,-1,0.3,1,-5,4,-0.3,-1,10
C[C@@H]1CN([C@@H](C)CO)S(=O)(=O)c2ccc(-c3ccc(C#N)cc3)cc2O[C@@H]1CN(C)Cc1ccccn1,.,-1,1,1.4&0.3&-0.5,13,.,0,i,.,.
CN(CC(=O)Nc1cccc(F)c1)C(=O)/C=C/c1cn(Cc2ccccc2)nc1-c1cccnc1,-4,-5,4,1.0,21,-3,0,i,.,.
C=CCc1ccc(OCCOCCN(C)C)c(OC)c1,-3,-1,0,.,-1,-9,7,i,0,-17
COc1ccc(NC(=O)Cn2cnc3c(cnn3C(C)(C)C)c2=O)cc1OC,4,0,-17,0.9,2,7,-6,-0.3,-3,-7
Cc1cc2ccccc2n2c(SCC(=O)NCc3cccs3)nnc12,0,0,-3,.,4,3,-8,i,-3,17
COc1ccc(C2=NN(C(=O)c3cccs3)C(O)(C(F)(F)F)C2)cc1 (stereo unspecified),3,-1,3,1.3,5,-12,-11,-0.3,2,-11
Cc1ccc(CSC2=NCCN2C(=O)c2ccco2)cc1,0,-2,15,0.0,12,-19,-3,-0.2,-2,8
CC(C)C[C@H](NC(=O)C1CC(=O)N(c2ccc3c(c2)OCO3)C1)C(=O)NC1CCCCC1 (stereo partly specified),-5,5,11,0.9,6,-4,2,-2.6,0,12
O=C(COC(=O)c1cccc(S(=O)(=O)N2CCOCC2)c1)Nc1nc(-c2ccccc2Cl)cs1,-78,-6,16,.,10,-5,-4,-0.3,2,19
Cc1ccc(NS(=O)(=O)c2cccc(C(=O)NCc3ccccn3)c2)cc1,3,7,1,0.2,7,-10,6,-1.2,.,.
O=C(CSc1nccc(=O)[nH]1)N1CCCc2ccccc21,3,2,5,.,2,-8,5,i,-5,-16
CC1CCCCC1NC(=O)CCCCn1c(=O)[nH]c2ccsc2c1=O (stereo unspecified),-9,10,13,-3.3,-7,1,7,-0.3,-1,28
CCCCC(=O)Nc1cccc(NC(=O)c2cccc(Br)c2)c1,-24,3,-8,0.4,1,5,6,i,0,1

Pulled by compound from the entries so far (two):
SMILES,Rv3671c protease,MazEF act,CCHF vOTU inh,TcdB inh,Yp Topo-I inh,SSB-PriA inh,PrPC surface inh,BH1578 lux ind,3CLpro inhibitor,VHR inh abs
O=C(COC(=O)c1cccc(S(=O)(=O)N2CCOCC2)c1)Nc1nc(-c2ccccc2Cl)cs1,-78,-6,16,.,10,-5,-4,-0.3,2,19
Cc1ccc(CSC2=NCCN2C(=O)c2ccco2)cc1,0,-2,15,0.0,12,-19,-3,-0.2,-2,8

The list is partial. The share of hits here may be higher or lower than overall.
